Source: PubChem
mIAP activ: activators of mouse IAP, primary screen, biochemical, luminescence, uHTS | activation factor at 10 µM | intestinal alkaline phosphatase [Mus musculus] | 0.24% of 330,000 active | muIAP, CDP-Star luminescence, 30 min; active compounds read high; 1 = vehicle-only enzyme signal, 0 = enzyme-free wells | AID 2805, 2010;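 active = activation factor of at least 2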; also: the source names both 10 and 20 µM as test concentration; values of inactives mirror those of a sister screen read the other way
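System: mouse IAP enzyme. Reagent: CDP-Star chemiluminescent phosphatase substrate. Benchmarks: DMSO wells, no-enzyme wells. Times: 30 min enzyme-substrate-compound incubation at room temperature. Detection: luminescence from enzymatic CDP-Star hydrolysis. Doses: test compounds delivered from DMSO solution.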
ATG4B inhibitor: ATG4B protease inhibitors, primary screen, biochemical, fluorescence, uHTS; ATG4B cleavage of LC3-PLA2, NBD-HPC fluorescence, 1 h; inhibition, % at 8.33 µM; 0.51% of 340,000 active; in the data active = inhibition above about 40%
mIAP block: inhibitors of mouse IAP, primary screen, biochemical, luminescence, uHTS | intestinal alkaline phosphatase [Mus musculus] | purified mouse IAP, CDP-Star luminescence, 30 min | inhibition, % at 10 µM | 0.2% of 330,000 active;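 active = inhibition of at least 40% at 10 µM in the primary screen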;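 also: plate controls were DMSO with enzyme for no effect and no enzyme wells for full effect; values of inactives mirror those of a sister screen read the other way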
hIAP block: human IAP inhibitors, primary screen, biochemical, luminescence, uHTS | Intestinal-type alkaline phosphatase (Homo sapiens), P09923 | purified IAP, CDP-Star luminescence, 30 min | inhibition, % at 10 µM | 0.12% of 330,000 active | AID 2544, 2010;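 active = inhibition reaching a set limit with compound at 10 µM in the primary screen, cut at about 35% in these data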;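 also: plate controls were DMSO wells with enzyme for no effect and no-enzyme buffer wells for full effect; values of inactives mirror those of a sister screen read the other way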
Target sequence (P09923 whole entry, looked up): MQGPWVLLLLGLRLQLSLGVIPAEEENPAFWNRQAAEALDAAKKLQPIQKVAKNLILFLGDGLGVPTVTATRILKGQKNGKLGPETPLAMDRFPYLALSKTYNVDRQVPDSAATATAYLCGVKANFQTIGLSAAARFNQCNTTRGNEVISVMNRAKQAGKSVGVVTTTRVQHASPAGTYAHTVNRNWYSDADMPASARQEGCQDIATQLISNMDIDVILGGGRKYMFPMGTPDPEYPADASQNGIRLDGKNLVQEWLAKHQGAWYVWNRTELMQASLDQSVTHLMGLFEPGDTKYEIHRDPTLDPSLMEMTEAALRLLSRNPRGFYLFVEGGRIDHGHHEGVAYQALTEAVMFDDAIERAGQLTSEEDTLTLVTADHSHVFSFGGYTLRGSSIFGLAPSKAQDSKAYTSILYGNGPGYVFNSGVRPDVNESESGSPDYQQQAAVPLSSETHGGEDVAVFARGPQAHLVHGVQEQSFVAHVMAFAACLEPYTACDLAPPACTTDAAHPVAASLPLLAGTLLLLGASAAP
PfG6PD inh: PfG6PD enzyme inhibitors, primary screen, biochemical, fluorescence intensity, uHTS; glucose-6-phosphate dehydrogenase-6-phosphogluconolactonase (Plasmodium falciparum 3D7); PfGluPho enzyme, NADPH resazurin-diaphorase fluorescence; inhibition, % at 20 µM; 0.78% of 350,000 active;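 active = inhibition reaching at least a set limit at 20 µM in the primary screen, cut at about 59% in these data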;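 also: 0% = DMSO wells with substrate and 100% = DMSO wells lacking glucose-6-phosphate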
APOBEC3A inh: APOBEC3A ssDNA deaminase inhibitors, primary screen, selectivity assay for APOBEC3G inhibitor project, biochemical, FAM/TAMRA oligo cleavage fluorescence; inhibition, % at 20 µM; DNA dC->dU-editing enzyme APOBEC-3A (Homo sapiens), P31941; recombinant A3A, FAM/TAMRA ssDNA deamination fluorescence; 0.41% of 330,000 active;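 active = at least 40% inhibition at 20 µM here, with at most 30% in a related deaminase screen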;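 also: plate controls were A3A with DMSO for no effect and wells lacking A3A enzyme for full effect; some results filed as inactive read as strong as hits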
Target sequence (P31941 whole entry, looked up): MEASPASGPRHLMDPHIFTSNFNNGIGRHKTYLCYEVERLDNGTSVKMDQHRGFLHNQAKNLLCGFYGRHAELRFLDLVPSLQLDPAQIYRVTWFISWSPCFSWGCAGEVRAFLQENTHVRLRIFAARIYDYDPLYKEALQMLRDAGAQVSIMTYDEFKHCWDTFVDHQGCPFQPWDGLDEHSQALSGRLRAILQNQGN
HKDC1 inh: HKDC1 hexokinase inhibitors, primary screen, biochemical, fluorescence, uHTS | AID 493160, 2011 | recombinant HKDC1, G6PDH/diaphorase resazurin coupled fluorescence | inhibition, % at 20 µM | Q2TB90 | 0.16% of 340,000 active;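 active = inhibition above about 35% when tested at 20 µM, limit read from the data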;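 also: plate controls were DMSO wells with enzyme for no effect and DMSO wells lacking enzyme for full effect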
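Test system: recombinant HKDC1 (HK5) hexokinase enzyme, produced in-house / Doses: 20 µM test compound, 1% DMSO / Timing: 90 min, room temperature / Detection: G6PDH/diaphorase-coupled fluorescence, 1 mM NADP, 100 µM resazurin, 525/613 nm / Control set: DMSO wells with and without enzyme mix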
hIAP act: human IAP activators, primary screen, biochemical, luminescence, uHTS; Intestinal-type alkaline phosphatase (Homo sapiens), P09923; purified human IAP, CDP-Star luminescence, 30 min; active compounds read high; 1 = vehicle-only enzyme, 0 = enzyme-free background; activation factor at 10 µM; 0.16% of 330,000 active; AID 2524, 2010;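 active = activation factor of the enzyme at least 2-fold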; also: the source names both 10 and 20 µM as test concentration; values of inactives mirror those of a sister screen read the other way
An asterisk follows results filed as active; · = no result given; & = joins results of further samples.

SMILES	mIAP activ	ATG4B inhibitor	mIAP block	hIAP block	PfG6PD inh	APOBEC3A inh	HKDC1 inh	hIAP act
O=C(C1CC2CCC1C2)N1CCN(Cc2ccc3c(c2)OCO3)CC1 (stereo not given)	0.9	4	10	-9	-6	0	0	1.1
Cc1ccnn1CCC(=O)N1CCCC(CCC(=O)N2CCN(c3ccccn3)CC2)C1 (stereo not given)	0.97	-6	3	4	-5	-3	-6	0.96
CCOc1ccc(CC2S/C(=N/N=C/c3ccco3)NC2=O)cc1 (stereo not given)	0.89	16	11	-12	-9	-2	2	1.1
N/C(Cc1ccc([N+](=O)[O-])cc1)=N\OC(=O)c1ccco1	0.98	-12	2	-5	13	2	-6	1.1
C/C(=N\NC(=O)c1csc(C)c1C)c1ccco1	0.98	-14	2	0	2	2	-1	1
CC(C)NC(=O)CN1CCN(Cc2nc(-c3cccs3)no2)CC1	0.95	-8	5	4	-4	0	-3	0.96
O=C(NCC1CCCO1)c1ccccc1NS(=O)(=O)c1cc([N+](=O)[O-])ccc1Cl (stereo not given)	1	8	-2	4	-3	-1	-1	0.95
COc1cccc(CC(C(=O)Nc2cc(C)ccc2C)c2nn[nH]n2)c1OC (stereo not given)	0.81	-6	20	7	7	-1	-3	0.93
O=C(O)CSCC(=O)N1CCN(c2cc(C(F)(F)F)nc3ccccc23)CC1	1	2	-1	-9	-18	-2	0	1.1
CCCCS(=O)(=O)N1CCCC(C(=O)N2CCOCC2)C1 (stereo not given)	1	-3	0	-3	12	-5	-7	1
O=C(CC1NCCNC1=O)Nc1cccc([N+](=O)[O-])c1 (stereo not given)	0.91	2	10	2	3	-5	-13	0.98
O=C(c1ccc(F)cc1)c1ccc(CN2C(=O)c3ccccc3C2=O)o1	0.98	-9	2	2	-5	-4	-2	0.98
Cc1[nH]nc(N)c1-c1ccc(Cl)cc1	1	-10	-5	-10	12	0	-3	1.1
S=C(NNC(=S)NC1CC2C=CC1C2)NC1CC2C=CC1C2 (stereo not given)	0.98	-6	2	-52	10	-1	-3	1.5
Cc1cc(C)cc(N(CC(=O)N2CCOCC2)S(=O)(=O)c2ccccc2)c1	1.1	-5	-6	-10	-4	0	-2	1.1
COc1ccc(NC(=O)N2CCN(C(=O)C(Cc3ccc(F)cc3)NC(C)=O)CC2)cc1 (stereo not given)	0.96	5	4	-13	-1	5	-7	1.1
COC(CNC(=O)CCc1c(C)nc2c(c(C)nn2-c2ccc(C)cc2)c1C)OC	1	-2	0	-10	-4	2	1	1.1
CCc1cc(=O)oc2cc(C)cc(OC(C)C(=O)NCCCn3ccnc3)c12 (stereo not given)	1.1	0	-10	-15	10	-2	-3	1.1
CN(CC(O)COCc1ccccc1F)C1CCCCC1 (stereo not given)	1	-11	0	-9	-5	3	-2	1.1
COc1ccccc1NC(=S)NC(NC(=O)CC(C)C)C(Cl)(Cl)Cl (stereo not given)	1.3	-6	-34	-3	14	-3	-8	1
COc1ccc(CCn2c(N)c(C(=O)NCc3ccco3)c3nc4ccccc4nc32)cc1OC	0.93	-17	7	-11	51	1	18	1.1
COc1ccc(-c2cc(=O)oc3cc(O)ccc23)cc1	0.93	-5	7	-4	-35	-3	-2	1
CCCCN(C(=O)COC(=O)CSc1ccc([N+](=O)[O-])cc1)c1c(N)n(CCC)c(=O)[nH]c1=O	0.96	-2	4	12	17	-2	-3	0.88
Cc1cc(C)c2c(=O)[nH]c(SCC(=O)NCc3ccccc3)nc2n1	0.97	-1	3	6	-10	-1	-10	0.94
CCC(C)(C)NC(=O)C(c1cccn1C)N(Cc1ccc(OC)cc1)C(=O)Cn1nnc2ccccc21 (stereo not given)	1	-10	-4	2	-11	5	-5	0.98
Cc1cc(C)cc(OCCCOc2cccc3cccnc23)c1	0.96	-7	4	-3	42	-9	6	1
Cc1ccc(C)c(CSC2=NCCN2S(=O)(=O)c2ccccc2)c1	0.97	-1	3	20	62*	2	4	0.8
COc1ccc(C(=O)N/N=C/c2ccccc2OC(=O)c2ccccc2)cc1	0.89	-5	12	-95	-6	0	-6	1.9
CC(=O)C1=C(O)C(=O)N(Cc2ccccc2)C1c1ccc(Br)cc1 (stereo not given)	0.92	-5	8	1	-23	-6	2	0.99
COc1ccccc1CNC(=O)C1CCN(S(=O)(=O)N2CCCCC2)CC1	1	-9	-2	14	0	-2	3	0.86
Cc1nn(-c2ccccc2)c(C)c1/C=N/N1CCN(c2ccccn2)CC1	1	-8	-4	2	10	2	-9	0.98
Cc1csc(=O)n1CCC(=O)OCC(=O)Nc1ccc(F)c(F)c1F	0.96	-1	4	-3	12	-3	-5	1
Cc1ccc(-n2ncc3c2CCCC3NC(=O)CSc2ccccn2)cc1C (stereo not given)	1.1	17	-9	-34	3	3	-4	1.3
Cc1ccc(C)c(S(=O)(=O)c2c(C)cc(C)[nH]c2=O)c1	1.1	-9	-8	9	12	7	-5	0.91
Cc1ccc(CCCOC(=O)C[N+]2(C)CCOCC2)cc1	1.1	4	-6	7	13	42*	-1	0.93
Cn1c(Cc2cccs2)nnc1SCc1nc2ccccc2[nH]1	1	-4	-1	-34	9	-17	0	1.3
CCc1cc(C(c2ccncc2)N2CCN(C)CC2)c(NC(=O)c2ccccc2)s1 (stereo not given)	1	-3	0	4	-10	-1	0	0.96
Cc1ccc(NC(=O)COc2ncnc3cc([N+](=O)[O-])ccc23)cc1S(=O)(=O)N1CCOCC1	1.1	-20	-6	-6	4	1	2	1.1
COc1ccc(C(=O)NCCS(=O)(=O)N2CCc3ccccc3C2)c(OC)c1	1	12	-5	5	19	3	0	0.95
Cc1cc(Cl)ccc1OCCCC(=O)N1CCN(S(=O)(=O)c2ccccc2)CC1	0.96	-17	4	0	12	-3	8	1
CC(=O)Nc1ccc(NC(=O)COC(=O)c2c3c(nc4ccccc24)CCN(Cc2ccccc2)C3)cc1	0.94	0	6	-24	25	1	-8	1.2
COc1ccc(CCNC(=O)c2cnc3n(c2=O)CCS3)cc1OC	1	-4	-1	17	2	0	-5	0.83
CCOc1ccc(C(=O)Nc2cccc(-c3nc4cccnc4o3)c2)cc1Cl	0.92	8	8	0	8	-8	6	1
CCOc1ccc2[nH]c(=O)c(=O)[nH]c2c1	1	13	-4	-6	-20	4	4	1.1
Cc1ccc(Cn2c(C3CCCN3c3nc(-c4ccc(F)cc4)cs3)nc3cc(Cl)c(Cl)cc32)cc1 (stereo not given)	0.93	2	7	-6	-1	-4	2	1.1
Cc1cc(C)c(C)c(S(=O)(=O)NCCN2CCOCC2)c1C	1	0	0	-16	-9	-7	-7	1.2
COc1ccc(Cn2c(SCc3ccccc3C)nc3cc(OC)c(OC)cc3c2=N)cc1	0.97	·	3	4	·	0	·	0.96
O=C(Nc1nncs1)c1cc(-c2ccncc2)nc2ccc(Cl)cc12	0.97	3	3	7	13	-1	-6	0.93
COC(=O)C1=C(C)NC(C)=C(C(=O)OC)C1C(=O)OCC(=O)N1c2ccccc2CC1C (stereo not given)	1	-4&-8	-1	2	12&-9	4	-2&-4	0.98
COc1cccc(N(C(=O)c2ccco2)C(C(=O)NC2CCCC2)c2cccnc2)c1 (stereo not given)	0.99	7	1	10	-1	-4	-5	0.9
Fc1ccccc1CNCC1CCCO1 (stereo not given)	0.94	-11	6	4	-2	3	-1	0.96
O=[N+]([O-])c1cccc(C(=Nc2cccc(Cl)c2)NO)c1	1	8	0	1	18	2	-5	0.99
CC(NC(=O)CN1C(=O)NC(C)(C2CC2)C1=O)c1ccc(F)cc1 (stereo not given)	0.96	2	4	-1	-12	14	-5	1
O=C(NC1CCCCC1)Oc1cccc2ccccc12	0.96	0	4	24	0	-3	4	0.76
C=CCc1c(C)nc2c(C)cccc2c1SC(=N)N	0.97	4	3	-18	3	2	-1	1.2
CCCCc1nc2ccccc2c(C(=O)O)c1C	1	-2	-2	-9	5	2	-5	1.1
CC(C)n1nc(C(=O)OCn2nnc3ccccc3c2=O)c2ccccc2c1=O	0.93	6	7	19	11	-2	-10	0.81

Some of these compounds in order of SMILES length, rising.
SMILES	mIAP activ	ATG4B inhibitor	mIAP block	hIAP block	PfG6PD inh	APOBEC3A inh	HKDC1 inh	hIAP act
Fc1ccccc1CNCC1CCCO1 (stereo not given)	0.94	-11	6	4	-2	3	-1	0.96
CCCCc1nc2ccccc2c(C(=O)O)c1C	1	-2	-2	-9	5	2	-5	1.1
O=C(NC1CCCCC1)Oc1cccc2ccccc12	0.96	0	4	24	0	-3	4	0.76
C=CCc1c(C)nc2c(C)cccc2c1SC(=N)N	0.97	4	3	-18	3	2	-1	1.2
Cc1cc(C)c(C)c(S(=O)(=O)NCCN2CCOCC2)c1C	1	0	0	-16	-9	-7	-7	1.2
COc1ccc(CCNC(=O)c2cnc3n(c2=O)CCS3)cc1OC	1	-4	-1	17	2	0	-5	0.83
O=[N+]([O-])c1cccc(C(=Nc2cccc(Cl)c2)NO)c1	1	8	0	1	18	2	-5	0.99
O=C(Nc1nncs1)c1cc(-c2ccncc2)nc2ccc(Cl)cc12	0.97	3	3	7	13	-1	-6	0.93
CCOc1ccc(C(=O)Nc2cccc(-c3nc4cccnc4o3)c2)cc1Cl	0.92	8	8	0	8	-8	6	1
CC(C)n1nc(C(=O)OCn2nnc3ccccc3c2=O)c2ccccc2c1=O	0.93	6	7	19	11	-2	-10	0.81
COc1ccc(C(=O)NCCS(=O)(=O)N2CCc3ccccc3C2)c(OC)c1	1	12	-5	5	19	3	0	0.95
Cc1cc(Cl)ccc1OCCCC(=O)N1CCN(S(=O)(=O)c2ccccc2)CC1	0.96	-17	4	0	12	-3	8	1
COc1ccc(Cn2c(SCc3ccccc3C)nc3cc(OC)c(OC)cc3c2=N)cc1	0.97	·	3	4	·	0	·	0.96
COc1cccc(N(C(=O)c2ccco2)C(C(=O)NC2CCCC2)c2cccnc2)c1 (stereo not given)	0.99	7	1	10	-1	-4	-5	0.9
COC(=O)C1=C(C)NC(C)=C(C(=O)OC)C1C(=O)OCC(=O)N1c2ccccc2CC1C (stereo not given)	1	-4&-8	-1	2	12&-9	4	-2&-4	0.98
CC(=O)Nc1ccc(NC(=O)COC(=O)c2c3c(nc4ccccc24)CCN(Cc2ccccc2)C3)cc1	0.94	0	6	-24	25	1	-8	1.2
Cc1ccc(NC(=O)COc2ncnc3cc([N+](=O)[O-])ccc23)cc1S(=O)(=O)N1CCOCC1	1.1	-20	-6	-6	4	1	2	1.1
